Screening data as filed in PubChem.
mcGAS inh: cyclic GMP-AMP synthase inhibitors, mouse, primary biochemical chemiluminescence; inhibition, % at 12.5 µM; recombinant cGAS, Kinase-Glo ATP depletion luminescence; Q8C6L5; hit rate 0.15% among 160,000;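 also: 0% = negative control wells and 100% = reference inhibitor with no enzyme activity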
hcGAS lum: Primary biochemical luminescence assay for human cyclic GMP-AMP synthase inhibitors | recombinant h-cGAS, ATP depletion, Kinase-Glo luminescence | inhibition, % at 12.5 µM | hit rate 0.081% among 290,000 | AID 1259398, 2018;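 also: 0% = vehicle reaction and 100% = reaction without DNA for no activity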
Target sequence (Q8N884 whole entry, looked up): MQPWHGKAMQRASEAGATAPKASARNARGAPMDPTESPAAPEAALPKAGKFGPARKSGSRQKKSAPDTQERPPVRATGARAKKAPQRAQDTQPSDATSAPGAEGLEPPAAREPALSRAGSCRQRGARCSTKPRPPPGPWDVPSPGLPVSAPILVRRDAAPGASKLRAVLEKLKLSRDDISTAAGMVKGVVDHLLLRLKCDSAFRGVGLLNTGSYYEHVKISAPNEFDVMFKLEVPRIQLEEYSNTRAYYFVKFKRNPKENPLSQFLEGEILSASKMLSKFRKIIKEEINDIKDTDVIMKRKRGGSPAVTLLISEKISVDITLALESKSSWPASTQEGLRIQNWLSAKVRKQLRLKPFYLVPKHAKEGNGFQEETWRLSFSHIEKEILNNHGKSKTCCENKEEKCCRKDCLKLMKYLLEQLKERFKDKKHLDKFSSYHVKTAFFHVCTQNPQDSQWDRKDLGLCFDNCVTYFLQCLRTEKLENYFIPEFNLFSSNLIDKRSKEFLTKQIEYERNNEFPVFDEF
NPYLR7 ag: agonists of mosquito NPYLR7 receptor, primary screen, cell-based, Aedes aegypti, calcium fluorescence, mosquito biting behavior. Aedes aegypti neuropeptide Y-like receptor 7 (NPYLR7). HEK293T NPYLR7/Galpha15, GCaMP6s calcium fluorescence. activation, % at 10 µM. hit rate 0.15% among 270,000; in the data active = activation above about 40%;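 also: 0% = vehicle and 100% = reference agonist at the receptor; some compounds past the cut are filed as inactive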
Starred values were filed as active, the others as inactive; x = no result given; & = joins results of further samples. Rule as the data show it, unless noted: active = inhibition above about 40%; inactive = the rest.

SMILES | mcGAS inh | hcGAS lum | NPYLR7 ag
CCOC(=O)c1nn(-c2ccc(C)cc2)c(=O)cc1N1CCN(c2ccccc2F)CC1 | x | -4 | 10
O=c1oc2c3c(ccc2cc1-c1ccccc1)OCN(CCCN1CCOCC1)C3 | -8 | -3 | 13
O=C(CCCNC(=O)c1ccc(F)cc1F)Nc1ccccc1I | -7 | -6 | -2
CC(=O)N(c1ccccc1)c1nc(C=C2N=C(c3cc(C)cc(C)c3)OC2=O)cs1 | -5 | -3 | 0
CN1CCCN(C[C@H]2CCCN2Cc2ccccc2)CC12CCNCC2 | -5 | -6 | x
OC(c1ccccc1)c1nc2ccccc2s1 (centres undefined) | -4 | 0 | 3
O=C(CCn1cccn1)N1CCCC(CO)(Cc2ccccc2)C1 (centres undefined) | -6 | -5 | -7
COCCN(Cc1nc2cc(Cl)ccc2o1)C(=O)c1ccccc1OC | -5 | -7 | -3
CCC(C)NC(=O)N1CC(c2nc(CCOCC3CC3)no2)C1 (centres undefined) | -6 | -13 | x
COCCO[C@H]1[C@H](NC(=O)C(C)C)c2ccccc2C12CCN(C(=O)CCc1cccs1)CC2 | -12 | -8 | 9
Cc1nnc2sc(C(=O)NCCc3ccc(F)cc3)c(N)c2c1C | x | -15 | 7
CN(C)CCC(=O)C12CC3CC(CC(C3)C1)C2 | -8 | -8 | 4

Brought forward from above: four entries, followed by the next part.
SMILES | mcGAS inh | hcGAS lum | NPYLR7 ag
CCC(C)NC(=O)N1CC(c2nc(CCOCC3CC3)no2)C1 (centres undefined) | -6 | -13 | x
COCCO[C@H]1[C@H](NC(=O)C(C)C)c2ccccc2C12CCN(C(=O)CCc1cccs1)CC2 | -12 | -8 | 9
Cc1nnc2sc(C(=O)NCCc3ccc(F)cc3)c(N)c2c1C | x | -15 | 7
CN(C)CCC(=O)C12CC3CC(CC(C3)C1)C2 | -8 | -8 | 4
CC(C)(C)SCC(=O)Nc1cccc(S(=O)(=O)N2CCCC2)c1 | -6 | -4 | -8
N#Cc1cc([N+](=O)[O-])cn(Cc2c(F)c(F)c(F)c(F)c2F)c1=O | -5 | -5 | -3
COc1cc(CCNC(=O)CCl)ccc1OC(F)F | -2 | -6 | 1
O=C(Nc1ccccn1)c1c(O)c2ccccc2[nH]c1=O | -7 | 3 | 3
O=C(NCCN1CCCCCC1=O)C1CC(c2ccc(Cl)cc2Cl)=NO1 (centres undefined) | x | -5 | 0
Cc1ccc(-n2ncc3c(C(C)C)nn(CC(=O)N(C(C)C)C(C)C)c(=O)c32)cc1C | x | -7 | 6
CCN(CC)c1ccc(CN(Cc2ccc(F)cc2)C(=O)c2ccccc2Cl)c(OS(C)(=O)=O)c1 | -4 | 2 | x
CCCCS(=O)(=O)NC(=O)C1(C)CCN1C(=O)C/C=C/c1ccccc1 (centres undefined) | x | -9 | 0
CS(=O)(=O)NCCC(=O)N1Cc2cnc(-c3ccccc3)nc2C1 | x | -2 | 15
CC(=O)c1ccc(NC(=O)Cc2csc(-c3cccc(F)c3)n2)cc1 | -16 | -10 | 17
CCS(=O)(=O)Oc1cccc(CN(C(=O)c2ccc([N+](=O)[O-])cc2Cl)C(C)C)c1 | -6 | -7 | -3
CCc1nc2ccc(C(=O)NCCCn3ccnc3)cn2c1N(C)Cc1ccncc1 | -4 | -5 | 6
OCC1(CCCc2ccccc2)CCN(Cc2ccc3nonc3c2)CC1 | -4 | -12&-2 | 9&12
CCOC(=O)c1c(C)[nH]c(C(=O)OCC(=O)N(C)C2CCS(=O)(=O)C2)c1C (centres undefined) | x | -8 | 4
C=C(C)COc1ccc(-c2ncncc2-c2ccc(OC)cc2)c(O)c1 | -7 | -5 | -1
COCCn1c(=O)c2c(nc3n2CC(C)CN3c2ccccc2C)n(C)c1=O (centres undefined) | x | -16 | 1
COC(=O)c1ccc(CN2CCN(c3cccc(Br)c3)C(=O)C2C)cc1 (centres undefined) | -6 | -8 | 18
CCn1cc(NC(=O)NC)c2ccccc21 | -10 | -9 | 0
CNCC(=O)NCc1cnc(-c2cccc(OC)c2)s1 | -9 | -1 | -1
COCCNC(=O)c1ccc(CSc2nnc(-c3ccco3)n2-c2ccccc2C)cc1 | 1 | 0 | -7
C=CCN(Cc1nccn1Cc1ccc(Cl)cc1Cl)C(=O)CC | -3 | 1 | 4
Cc1ccc(S(=O)(=O)CCNCC(=O)Nc2ccc(C)cc2C)cc1 | -17 | -5 | 7
CCOC(=O)c1nc2sc(C)c(C)c2c(=O)[nH]1 | x | -11 | -1
Cc1ccn2c(NC(=O)CC(C)CC(C)(C)C)c(-c3ccc(Cl)cc3)nc2c1 (centres undefined) | -6 | -5 | -3
CNC(=O)Cn1c(CO)cnc1SCc1ccc(Cl)cc1 | 0 | 0 | 2
Cc1ccc(Cn2nccc2NC(=O)c2ccnc(Cl)c2)s1 | -16 | -8 | 6
COc1ccc(-n2ncc(C(=O)Nc3cn[nH]c3C)c2C(F)(F)F)nn1 | -17 | -7 | -1
CCn1ncc(C(=O)N(Cc2cccnc2)Cc2cccnc2)c1C | x | -4 | 14
O=C(NCc1cccnc1)c1ccc(N2CCC(NC3C4CC5CC(C4)CC3C5)CC2)cc1 (centres undefined) | -25 | -8 | 9
CCN1CCN(Cc2nc3c(c(=O)n(C)c(=O)n3C)n2CCC(C)C)CC1 | x | 1 | 1
Cc1ccccc1NC(=O)CC(=O)NCC[C@@H]1C[C@@H]2C=C[C@H]1C2 | x | -4 | 14
CCCCn1c(=O)[nH]c(=O)c2c1nc(COC(=O)C1=COCCO1)n2CC | -1 | 0 | -5
O=C(NCc1c(F)cccc1F)c1cncn1-c1cccc(-c2cccc(Cl)c2)c1 | -6 | -1 | 4
O=C(/C=C/c1ccccc1OC(F)F)NCc1nncn1C1CC1 | -8 | -10 | 0
CCOc1ccc(-c2ccc(=O)n(CCNS(=O)(=O)c3ccc(OCC)cc3)n2)cc1 | -9 | -7 | -2
CCOC(=O)CCc1c(C)nc2c(-c3ccc(F)cc3)c(C)[nH]n2c1=O | x | -2 | -17

Molecules from the list above that have an NH in an aromatic ring:
SMILES | mcGAS inh | hcGAS lum | NPYLR7 ag
O=C(Nc1ccccn1)c1c(O)c2ccccc2[nH]c1=O | -7 | 3 | 3
CCOC(=O)c1c(C)[nH]c(C(=O)OCC(=O)N(C)C2CCS(=O)(=O)C2)c1C (centres undefined) | x | -8 | 4
CCOC(=O)c1nc2sc(C)c(C)c2c(=O)[nH]1 | x | -11 | -1
COc1ccc(-n2ncc(C(=O)Nc3cn[nH]c3C)c2C(F)(F)F)nn1 | -17 | -7 | -1
CCCCn1c(=O)[nH]c(=O)c2c1nc(COC(=O)C1=COCCO1)n2CC | -1 | 0 | -5
CCOC(=O)CCc1c(C)nc2c(-c3ccc(F)cc3)c(C)[nH]n2c1=O | x | -2 | -17

(next part)
SMILES | mcGAS inh | hcGAS lum | NPYLR7 ag
COc1ccc(C(=O)NCCN=C2NS(=O)(=O)c3ccccc32)c(OC)c1 | -6 | -4 | 11
CC(C)CCc1c(O)nc(SCCN(C)C)[nH]c1=O | -3 | 0 | 2
CCOC(=O)c1cc([C@@H](C)CCC=C(C)C)sc1NC(=O)CC1CCCC1 | -5 | -8 | 11
O=C1NCCCC1Nc1ncnc2cc(-c3ccc(Cl)cc3)sc12 (centres undefined) | x | -10 | 11
Cc1ccnc(SCc2cc(=O)c(OC(=O)c3ccc(C(C)(C)C)cc3)co2)n1 | 0 | -1 | -17
Cc1ccc(CN2CCC(CNC(=O)c3c(C)noc3C)C2)cc1C (centres undefined) | x | 0 | -5
CCc1nc(Nc2ccc(F)cc2)c2ccccc2n1 | -4 | -4 | 16
CCCc1nc(N2CCN(C(=O)Nc3cccc(Cl)c3Cl)CC2)c2c(-c3cccc(C(F)(F)F)c3)noc2n1 | -4 | -1 | 17
CCOC(=O)c1c(NC(=O)COCc2ccccc2)sc2c1CCC(C#N)(c1ccccc1)C2 (centres undefined) | -5 | -4 | 5
NC(=O)NC(Cc1ccccc1)C(=O)OC/C=C/c1ccccc1 (centres undefined) | x | -12 | 6
CCS(=O)(=O)N1CCN=C1SCc1cccc(C(F)(F)F)c1 | -8 | -7 | 9
COc1cc(NCc2cccnc2)ccc1Br | x | -5 | -6
Cc1cccc(C(=O)N(CCCCN2C(=O)c3ccccc3C2=O)c2ccc(Cl)cc2)c1 | -1 | 1 | 7
O=C1c2ccccc2C(=O)N1C1CCCCC1N1C(=O)c2ccccc2C1=O (centres undefined) | x | -2 | -2
O=C(Cc1ccc(O)c(Cl)c1)N1C[C@@H]2[C@@H]3CC[C@@H](C3)[C@@H]2C1 | -14 | -5 | 11
O=C(COc1cccc(Br)c1)N=Nc1c(O)[nH]c2ccc([N+](=O)[O-])cc12 | -7 | -6 | -1
CC1CCCCC1N(C)C(=O)c1cc2c([nH]c1=O)CCCC2=O (centres undefined) | x | -16 | 1
CC(=O)NCCc1ccc(C(=O)COc2cc(Cl)ccc2Cl)s1 | x | -13 | -3
NC(=O)c1cccnc1N1CCC(n2cc(Cc3ccccc3)nn2)CC1 | x | -6 | 12
COc1cc(Cl)c(S(=O)(=O)N2CCC(C(N)=O)CC2)cc1Cl | -6 | -4 | 2
O=C(Cc1csc(-c2ccc(Cl)cc2)n1)NCC1CCCO1 (centres undefined) | x | -5 | -1
C[C@@H]1C[C@H]2[C@@H]3C[C@H](F)C4=CC(=O)C=C[C@]4(C)[C@@]3(F)[C@@H](O)C[C@]2(C)[C@@]1(O)C(=O)CO | -6 | -5 | -5
COc1cccc(C(=O)NCC2Cc3cc(F)cc(F)c3O2)c1 (centres undefined) | -6 | -4 | 31
CCSCC(C)NCc1ccccc1-n1ccnc1 (centres undefined) | -14 | -3 | -5
CCn1ccnc1Cn1nc(-c2cccs2)c2ccccc2c1=O | -14 | -8 | -7
C/C=C(\C)C(=O)N1CCN(c2nc3nccc(-c4ccc(C(C)(C)C)cc4)n3n2)CC1 | -4 | -3 | 11
O=C(CN1CCCCC1)Nc1nnc(C2CCCCC2)s1 | -6 | -19 | x
CCCCCCNC(=O)c1cnn2c(C)cc(C)nc12 | x | 4 | 13
CCN(CC)S(=O)(=O)c1ccc(CN2C(=O)C3(CC(=O)N(Cc4ccccc4)C3=O)c3cc(OC)ccc32)cc1 (centres undefined) | -3 | -3 | 12
CC(C)Cn1c(SCC(=O)c2ccc(F)c(F)c2)nnc1N1CCOCC1 | -2 | -6 | 0
CCN1CCN(c2cc(=O)n3c(n2)SCCC3)CC1 | x | -8 | -2
CC(C)NC(=O)N(Cc1ccco1)Cc1ccccc1OS(C)(=O)=O | -3 | -5 | 18
Cc1cccc(OCc2ccc(-c3nc(C#N)c(NCCN(C)C)o3)o2)c1 | -8 | -4 | 0
O=C(C=Cc1cccc(O)c1)c1ccc(N2CCCC2=O)cc1 | x | -4 | 15
CC1CC(C)CN(C(=O)c2ccc[nH]2)C1 (centres undefined) | x | -7 | 2
O=C(CCc1ccsc1)Nc1nccs1 | x | -1 | 5
O=C(CC1C(=O)NN=C2c3ccccc3N=CN21)Nc1ccccc1F (centres undefined) | x | 0 | 7
CCN(CC)C(=O)Nc1ccc(C(C)NC(C)=O)cc1 (centres undefined) | x | -12 | 4
CCOC(=O)C(c1ccc(Cl)cc1)N1CCN(CC(N)=O)CC1 (centres undefined) | -5 | -13 | 11
O=C(NCCc1ccccc1)C1=COC2=NC(=O)N(Cc3ccccc3C(F)(F)F)CCN12 | x | -3 | -2
NC1CCc2nn(CC3CC3)c(=O)n2CC1 (centres undefined) | -6 | -14 | x
COc1cc(OC)cc(C(=O)N2CCN(c3nc4nccc(-c5ccc(C6CCCCC6)cc5)n4n3)CC2)c1 | -5 | -1 | x
Cc1ccc(Nc2cc(C)nc(-n3nc(C)cc3C)n2)c(C)c1 | -9 | -9 | 5
COCCCN(Cc1nc2scc(-c3cccc(Cl)c3)c2c(=O)[nH]1)CC(O)c1ccccc1 (centres undefined) | 6 | 2 | -7
C=CCNC(=O)Cn1cc(OC)c(=O)cc1CN1CCN(c2ccccc2)CC1 | -8 | -4 | -2
S=c1[nH]n(Cc2ccccc2)c(=NCc2ccccc2)s1 | -8 | -3&-7 | 1&5
CC1CCN(C(=O)C(NC(=O)Nc2ccccc2Br)c2ccccc2)CC1 (centres undefined) | -11 | -6 | 4
C=CCOc1c(I)cc(/C=N\NC(=O)COc2nc(C)c(Br)c(COC)c2C#N)cc1OC | -4 | -5 | 22
CC(=O)O[C@]1(C(C)=O)CC[C@H]2[C@@H]3C[C@H](C)C4=CC(=O)CC[C@]4(C)[C@H]3CC[C@@]21C | x | -1 | -1
O=C(NNC(=O)C12CC3CC(CC(C3)C1)C2)C1CC2C=CC1C2 (centres undefined) | x | -4 | -4
C=C(C)Cn1c(=O)c2c(nc3n(-c4cc(Cl)ccc4C)c(C)c(C)n23)n(C)c1=O | -8 | -5 | 0
CN(C)CCN(C(=O)CS(=O)(=O)c1ccc(Cl)cc1)c1nc2c(F)cccc2s1 | -7 | -6 | -1
CCCN(Cc1c(CC)nn(-c2ccc(F)cc2)c1N1CCN(C(C)C)CC1)C(=O)c1ccccc1OC | -2 | 4 | -3
CCOC(=O)N1CCC(NCC2(c3cccc(F)c3)CCOCC2)CC1 | x | -4 | 15
COc1ccc(NC(=O)CC(=O)N2CCN(CCO)CC2)c(OC)c1 | 1 | -3 | -9
Cc1nc2sccn2c1C(=O)N(C)C(C)c1ccon1 (centres undefined) | x | -6 | 20
